Bioassay records: PubChem BioAssay, several laboratories
Glyco luc inh: increase of ERlucT glycosylation luciferase signal, primary screen, N-linked glycosylation inhibitor project, D54 ERlucT cells, luminescence, set 2. D54 ERlucT glycosylation luciferase reporter, 24 h; percent of 100 nM tunicamycin response. reporter increase, % at 12.5 µM. actives 0.23% (n = 360,000). AID 588692, 2011;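 active means mean luciferase reporter signal, scaled so untreated is 0 and the glycosylation-blocking control 100, at or above a set limit in every replicate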;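 further: luciferase carries N-glycosylation sites so blocking glycosylation raises the light; 0% = median of neutral control wells and 100% = median of 100 nM tunicamycin wells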
aDG glyco up: activators of alpha-DG glycosylation, primary screen, uHTS, Pro5-aDG cells, AlphaScreen; alpha-DG glycosylation AlphaScreen (IIH6); 0% Pro5, 100% B10-LARGE cell signal; activation, % at 10 µM; actives 0.22% (n = 360,000);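 active means activation of at least 8% versus controls, or a plate z-score of at least 8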;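 further: Pro5 are CHO cells carrying HIG-tagged alpha-DG that lacks glycosylation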
Vif imaging: HIV Vif self-association inhibitors, primary screen, imaging, HEK293T, single point. actives 0.35% (n = 340,000). inhibition, % at 7.49 µM. HEK293T cells, Vif self-association by quenched fluorescence, 24 h. AID 602346, 2012; in the data active means inhibition above about 50%, passing the limit was not always enough; further: some results filed as inactive read as strong as hits
ABCB6 inh 2: ABCB6 transporter inhibitors, primary screen, K562-ABCB6 cells, flow cytometry, MLPCN library | ATP-binding cassette sub-family B member 6 (Homo sapiens), Q9NP58 | K562-ABCB6 porphyrin accumulation, 1 h; hits give low values | fluorescence ratio to DMSO, % at 10 µM | actives 0.19% (n = 360,000) | AID 602162, 2011;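 active means fluorescence ratio to DMSO below 75%, the collection mean minus 3 SD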;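 further: signal is porphyrin accumulated inside mitochondria; 100% equals median channel fluorescence of DMSO control wells; lower ratio means ABCB6 inhibition with less porphyrin fluorescence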
hiPSC survival: enhancers of single-cell hiPSC survival, primary screen, ATPlite luminescence | 100% = ROCK inhibitor wells, 0% = DMSO | survival enhancement, % at 20 µM | actives 0.044% (n = 360,000); in the data active means survival enhancement above about 18%;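 further: cells exposed to compounds for 16 hours before the ATP read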
Exocytosis inh: LAMP-1 surface exposure blockers, TALL-104 cells – cell-based, flow cytometry, MLPCN library, primary screen | TALL-104 LAMP-1 surface exposure; cells stimulated with thapsigargin and PMA | inhibition, % at 10 µM | actives 0.66% (n = 360,000);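 active means inhibition above about 55%, limit read from the data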
Cardio protect: cardioprotection against H2O2-induced cell death, primary screen, uHTS, H9c2 cells, ATPLite luminescence; protection from H2O2 cell death, % at 20 µM; AID 588492, 2011; actives 0.63% (n = 360,000); H9c2 cardiomyocytes, H2O2 injury protection, 2 h;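 active means compounds giving at least 50% protection of heart cells from peroxide-induced death in the single-dose screen, raw or plate-pattern-corrected value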;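 further: 0% = DMSO wells with peroxide and 100% = DMSO wells without peroxide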
HTR2A ag: mouse Htr2a agonists via beta-arrestin recruitment, primary screen, cell-based, luminescence | 5-hydroxytryptamine receptor 2A (Mus musculus), P35363 | CHO-K1 mHTR2A beta-arrestin complementation; percent of 30 µM serotonin response | activation, % at 7.6 µM | actives 0.66% (n = 360,000) | AID 624169, 2012;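 active means activation above a run cutoff, the mean activation of all tested compounds plus 3 SD, cut at about 14% in these data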;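 further: 0% = plate median of compound wells and 100% = 30 µM serotonin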
Target sequence (P35363 whole entry, looked up): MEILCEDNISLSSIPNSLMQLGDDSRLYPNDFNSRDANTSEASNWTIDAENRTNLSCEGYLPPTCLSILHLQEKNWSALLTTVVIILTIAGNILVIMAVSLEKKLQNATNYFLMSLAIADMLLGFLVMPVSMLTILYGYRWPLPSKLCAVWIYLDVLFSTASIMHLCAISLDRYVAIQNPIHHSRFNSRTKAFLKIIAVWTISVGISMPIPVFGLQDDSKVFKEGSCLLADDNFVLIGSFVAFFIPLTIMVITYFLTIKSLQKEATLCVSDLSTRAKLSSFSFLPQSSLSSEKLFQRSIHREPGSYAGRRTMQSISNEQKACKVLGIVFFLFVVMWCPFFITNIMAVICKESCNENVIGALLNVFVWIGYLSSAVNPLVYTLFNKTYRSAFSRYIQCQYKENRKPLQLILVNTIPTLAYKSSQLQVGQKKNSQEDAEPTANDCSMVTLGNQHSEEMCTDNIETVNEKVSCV
CaV13 ICDI inh: Primary screen for inhibitors of IQ motif and Ca2+-dependent inactivation inhibitor domain binding in CACNA1D, Förster resonance energy transfer in living cells, …; HEK cells, CFP/YFP FRET ICDI-IQ, plate reader, 10 min; percent FRET-ratio fall versus neutral wells; inhibition, % at 12.3 µM; actives 0.098% (n = 340,000); AID 743397;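 active means mean replicate inhibition of at least 30% and at least 1% of replicates passing that level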;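 further: 0% = median of the neutral control wells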
PDI inh: inhibitors of human PDI, primary screen, biochemical, turbidity, single point, plate reader | Protein disulfide-isomerase (Homo sapiens), P07237 | actives 0.052% (n = 350,000) | PDI insulin aggregation turbidity, A650, 90 min | inhibition, % at 10 µM;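 active means mean inhibition across replicates of 30% or more, whatever share of single replicates reach that level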;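 further: absorbance from insulin aggregation driven by PDI reduction with DTT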
Target sequence (P07237 whole entry, looked up): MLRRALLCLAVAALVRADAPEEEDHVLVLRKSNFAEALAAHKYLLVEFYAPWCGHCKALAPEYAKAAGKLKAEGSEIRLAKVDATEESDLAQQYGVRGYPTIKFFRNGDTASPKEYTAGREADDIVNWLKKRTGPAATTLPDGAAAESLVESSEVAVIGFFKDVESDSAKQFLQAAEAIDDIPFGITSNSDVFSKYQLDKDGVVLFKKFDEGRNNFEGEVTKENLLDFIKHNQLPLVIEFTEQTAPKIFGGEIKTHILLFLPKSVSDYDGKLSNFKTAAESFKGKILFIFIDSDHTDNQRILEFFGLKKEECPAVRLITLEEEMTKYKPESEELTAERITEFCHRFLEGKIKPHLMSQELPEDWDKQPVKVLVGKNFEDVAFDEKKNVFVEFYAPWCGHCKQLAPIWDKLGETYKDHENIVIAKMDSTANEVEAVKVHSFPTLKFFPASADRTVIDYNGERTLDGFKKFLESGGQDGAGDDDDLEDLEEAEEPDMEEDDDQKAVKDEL
Numbers without * were called inactive; . = not tested or not shown.

SMILES | Glyco luc inh | aDG glyco up | Vif imaging | ABCB6 inh 2 | hiPSC survival | Exocytosis inh | Cardio protect | HTR2A ag | CaV13 ICDI inh | PDI inh
O=C(NO)c1ccc(C(=O)N(C2CCCCC2)C2CCCCC2)cc1 | 3 | 0.2 | 2 | 104 | -2.7 | 1 | 81* | 3 | -7 | 2
COc1ccc(-c2cccc(-c3cc(=O)oc4cc(OC)cc(OC)c34)c2)cc1 | 4 | -0.1 | 3 | 100 | -2.7 | 1 | -12 | 1 | -7 | -12
CSCCC(NC(=O)c1ccc(Cl)cc1Cl)C(=O)OC1CCCCC1=O (configuration not stated) | 1 | -0.2 | 9 | 95 | -0.4 | 16 | 7 | 8 | -3 | 2
O=S(=O)(NCCNS(=O)(=O)c1cccs1)c1cccs1 | -2 | -0.1 | 11 | 94 | 2.2 | -1 | 18 | 3 | -7 | -2
CCCn1c(CCC(=O)O)nc2cc(S(=O)(=O)N(CC)CC)ccc21 | 1 | -0.1 | -4 | 99 | 0.1 | 0 | -2 | 4 | -4 | 6
CCCCn1c(N)c(N(CC(C)C)C(=O)c2cccc(S(=O)(=O)N3CCN(C)CC3)c2)c(=O)[nH]c1=O | 0 | -0.2 | 10 | 101 | 0.2 | 21 | 0 | 9 | -6 | -2
CC1(C)CCc2cc(CN3CCN(c4ccccn4)CC3)ccc2O1 | -2 | 0.0 | -30 | 81 | -0.6 | -16 | -3 | 8 | -5 | 5
O=c1cc(-c2ccccc2)nc(SCc2ccc(Cl)cc2)[nH]1 | 1 | -0.4 | -6 | 108 | 8.0 | -5 | -2 | 0 | . | 4
Cc1cc(=O)c2c(C)nn(-c3ccccc3)c2[nH]1 | 2 | -0.2 | 8 | 99 | -0.4 | 0 | 4 | -1 | -6 | 0
Cc1cc(C)c(-n2nnnc2SCC(=O)c2cc3ccccc3o2)c(C)c1 | -2 | 0.0 | -7 | 92 | -0.3 | 0 | -10 | 2 | -2 | 9
CCCCCn1c(=O)[nH]c2cc(C(=O)N3CCN(Cc4ccc5c(c4)OCO5)CC3)ccc2c1=O | -1 | 3.3 | -7 | 86 | 2.7 | 3 | -9 | -1 | -6 | -3
Cc1ccc2cc(CN(Cc3ccco3)C(=O)c3ccco3)c3nnnn3c2c1 | 14 | -0.3 | 5 | 96 | -0.7 | 15 | 8 | 5 | -3 | -11
CC(C)Oc1ccc(N2CC(C(=O)Nc3ccccn3)CC2=O)cc1 (configuration not stated) | 0 | 0.4 | -2 | 102 | -2.7 | 0 | -1 | 10 | -7 | -11
O=C(COc1ccc2c(c1)oc(=O)c1ccccc12)NCC1CCC(C(=O)O)CC1 (configuration not stated) | 3 | -0.1 | -5 | 103 | 0.4 | -2 | 6 | 2 | . | .
COC(=O)[C@H](C)NC(=O)Nc1ccc(OC(F)(F)F)cc1 | 1 | 0.0 | 8 | 112 | 0.9 | 0 | 6 | 4 | . | 7
c1ccc(Cn2nnnc2C(c2cccs2)N2CCSCC2)cc1 (configuration not stated) | -2 | 0.3 | 11 | 99 | -0.8 | -2 | -2 | 1 | -5 | 19
COC(=O)C(C)Sc1nc2c(c(-c3ccc(OC)cc3)c1C#N)-c1ccccc1C2=O (configuration not stated) | 1 | -0.3 | 10 | 102 | 4.3 | -3 | 2 | 7 | -5 | 11
COc1ccc(NC(=O)CCS(=O)(=O)c2cc3c(cc2C)NC(=O)CO3)cc1 | 0 | -0.6 | -4 | 102 | 0.3 | -3 | -11 | 7 | -7 | .
CCSC1=N/C(=C\c2ccc3c(c2)OCO3)C(=O)S1 | 1 | -0.1 | 4 | 80 | 4.1 | -2 | 11 | -3 | . | -8
COc1ccc(CNC(=O)CN(C)S(=O)(=O)c2ccccc2)cc1 | -2 | -0.2 | -3 | 95 | -1.8 | -3 | 9 | 7 | -5 | -7

Quoted from the listing:
HTR2A ag with `COC(=O)[C@H](C)NC(=O)Nc1ccc(OC(F)(F)F)cc1` is entered as 4
aDG glyco up with `Cc1ccc2cc(CN(Cc3ccco3)C(=O)c3ccco3)c3nnnn3c2c1` is entered as -0.3

One compound at a time (already shown). Values in the order: Glyco luc inh	aDG glyco up	Vif imaging	ABCB6 inh 2	hiPSC survival	Exocytosis inh	Cardio protect	HTR2A ag	CaV13 ICDI inh	PDI inh
Results for `CCCn1c(CCC(=O)O)nc2cc(S(=O)(=O)N(CC)CC)ccc21` : 1	-0.1	-4	99	0.1	0	-2	4	-4	6
Results for `O=S(=O)(NCCNS(=O)(=O)c1cccs1)c1cccs1` : -2	-0.1	11	94	2.2	-1	18	3	-7	-2

Structures from the list above with a thiophene ring, fused or not (2):
SMILES | Glyco luc inh | aDG glyco up | Vif imaging | ABCB6 inh 2 | hiPSC survival | Exocytosis inh | Cardio protect | HTR2A ag | CaV13 ICDI inh | PDI inh
O=S(=O)(NCCNS(=O)(=O)c1cccs1)c1cccs1 | -2 | -0.1 | 11 | 94 | 2.2 | -1 | 18 | 3 | -7 | -2
c1ccc(Cn2nnnc2C(c2cccs2)N2CCSCC2)cc1 (configuration not stated) | -2 | 0.3 | 11 | 99 | -0.8 | -2 | -2 | 1 | -5 | 19

Further compounds:
SMILES | Glyco luc inh | aDG glyco up | Vif imaging | ABCB6 inh 2 | hiPSC survival | Exocytosis inh | Cardio protect | HTR2A ag | CaV13 ICDI inh | PDI inh
CCOC(=O)Cc1csc(NC(=O)CSc2nnc(C(C)C)n2C)n1 | 1 | -0.1 | 32 | 89 | -0.1 | 1 | 8 | 0 | . | 0
COc1ccc(-c2nc(/C=C3\C(C)=Nc4ccccc43)c(O)o2)cc1 | 5 | -0.2 | -10 | 94 | 0.4 | 47 | -5 | 1 | -9 | 0
N/C(Cc1ccc([N+](=O)[O-])cc1)=N\OC(=O)Cc1ccc(Cl)cc1 | 1 | -0.3 | 3 | 100 | 1.0 | -1 | -1 | -2 | -6 | 3
COc1ccc2c(c1)CO[C@@]21O[C@H](CCO)C[C@H](O)[C@H]1O | 2 | 0.2 | 4 | 90 | -2.0 | 0 | 1 | -1 | -4 | .
CCOC(=O)C1(Cc2ccccc2)CCN(Cc2ccc(COC)o2)CC1 | 0 | 0.3 | -5 | 100 | -0.7 | -3 | -4 | -6 | -5 | -3
CCOC(=O)C1(Cc2cccc(F)c2)CCN(Cc2cnc(C)s2)CC1 | 0 | -0.3 | -6 | 104 | -0.7 | -1 | 0 | -2 | -6 | 4
O=C(O)c1ccc(-n2cccn2)c([N+](=O)[O-])c1 | 0 | 0.2 | -5 | 102 | 2.0 | -2 | 6 | -2 | -6 | -8
COc1ccccc1N1CCN(CCOc2c(OC)cccc2OC)CC1 | 0 | -0.1 | 2 | 97 | 1.7 | 3 | 2 | -4 | -5 | 8
COc1ccc(C2CC(c3ccccc3OC(=O)/C=C/c3ccccc3)=NN2C(C)=O)cc1 (configuration not stated) | 1 | 0.1 | -2 | 99 | 0.0 | 3 | 4 | -2 | -15 | 5
CNCC(=O)Nc1ccc(Cl)c(C(F)(F)F)c1 | 1 | -0.3 | 12 | 97 | -0.1 | 2 | -2 | -2 | -5 | 3
Cc1cc(NCCCN2CCOCC2)n2c(nc3ccccc32)c1C#N | 3 | -0.1 | -13 | 100 | 4.0 | -1 | 6 | 0 | -4 | -12
CCN(CC)CCOC(=O)CCc1cccc2ccccc12 | 1 | 0.2 | 12 | 89 | -2.1 | 1 | 2 | 0 | -2 | 7
CCC1CCCCN1S(=O)(=O)c1ccc(S(=O)(=O)N(Cc2cccs2)C2CC2)cc1 (configuration not stated) | -6 | 0.4 | 0 | 100 | 2.0 | -2 | -1 | -11 | -7 | -3
Cc1ccc(S(=O)(=O)N2CCN(C(=O)c3c(-c4ccccc4)noc3C)CC2)cc1 | -3 | 0.1 | 52* | 101 | -0.2 | 2 | 1 | 4 | -7 | -5
CNC(=O)C[C@H]1C(=O)N(c2ccc(Br)cc2)C[C@@H]1C | 0 | -0.2 | 2 | 105 | -2.3 | 1 | 7 | 4 | -6 | 4
CSC1=NNC(c2ccc(C(C)(C)C)cc2)=NN1 | 2 | -0.1 | 18 | 97 | -0.6 | 1 | -7 | 3 | -20 | -10
CC1(c2ccc(Cl)cc2)NC(=O)N(CC(=O)Nc2ccc3c(c2)OCO3)C1=O (configuration not stated) | 8 | -0.3 | 6 | 98 | 4.0 | -7 | 8 | -2 | -5 | -2
Cc1cc(Cl)c(S(=O)(=O)Nc2cccc(O)c2)cc1OCC(N)=O | 0 | 0.0 | -2 | 98 | -1.7 | -3 | -2 | 10 | -3 | -2
O=[N+]([O-])c1ccc(Cc2cncc(O)c2)cc1 | 1 | 0.0 | 0 | 97 | -0.3 | 13 | 0 | 3 | -3 | -2
Cc1cc(C)nc(-n2nc(C)cc2NC(=O)CNC(C)c2ccccc2)n1 (configuration not stated) | 4 | 0.9 | 8 | 101 | -2.1 | 2 | 28 | -1 | -3 | -3
O=C(Oc1c(Cl)cc(Cl)c2cccnc12)c1ccco1 | 25 | 0.0 | -8 | 93 | 0.8 | 8 | -4 | -7 | . | -16
O=C(Cc1coc2ccc3ccccc3c12)N1CCc2ccccc21 | -3 | -0.1 | -4 | 84 | 2.5 | 1 | -11 | -4 | -6 | 0
CCOc1ccc(CCNC(=O)CN2C(=O)NC3(CCCCC3C)C2=O)cc1OCC (configuration not stated) | 0 | 0.1 | 7 | 96 | 0.2 | -6 | 2 | 5 | -14 | 1
C/C(=N\NC(=O)c1nnn(-c2nonc2N)c1-c1cccs1)c1ccc(C)cc1 | 1 | -0.4 | -11 | 101 | 0.1 | -1 | -5 | 5 | -2 | -8
Cc1ccccc1NS(=O)(=O)c1ccc(NC(=O)N2CCCCC2)cc1 | -6 | 0.2 | -5 | 89 | 0.2 | -1 | -8 | 3 | -7 | -1
N=c1n(CCN2CCCCC2)c2ccccc2n1CC(=O)c1ccc(Cl)c(Cl)c1 | -4 | 5.4* | 6 | 97 | -0.3 | 83* | 8 | -14 | -6 | 15
COc1cc(CNC(=O)c2cc(-c3cc(Cl)ccc3OC)n[nH]2)cc(OC)c1 | 2 | 0.2 | -5 | 101 | 4.8 | 6 | 4 | -2 | -12 | 0
NC(=O)c1ccccc1N/C=C/C(=O)c1cccs1 | -11 | -0.1 | -3 | 98 | -4.3 | -12 | -32 | -4 | -5 | 3
O=C(O)CC/C(=C\c1ccc(N2CCCC2)c([N+](=O)[O-])c1)c1nc2ccccc2s1 | 0 | -0.1 | -6 | 103 | -1.0 | -3 | 2 | 1 | -17 | -5
Cc1ccc(O)c(NC(=O)Cc2ccc3ccccc3c2)c1 | -2 | 0.1 | 1 | 91 | 0.1 | -6 | -6 | -3 | -2 | 4
COc1cccc(/C=C2/SC(=O)N(C)C2=O)c1OCc1ccc(C(=O)O)cc1 | 2 | 0.3 | 5 | 78 | -0.8 | -1 | 14 | 1 | -5 | 15
Cc1ccc2c(c1)c1ncn(CCC3=CCCCC3)c(=O)c1n2C | 1 | 0.1 | -23 | 95 | 2.2 | -2 | -5 | 0 | -6 | -5
